HTRA1 inhibitor: blocks human HTRA1 serine peptidase. Q92743. recombinant HTRA1, FP-rhodamine activity-based probe, fluorescence polarization. inhibition, % at 5.96 µM. 340,000 tested, 0.5% active; in the data active = inhibition above about 36%;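 also: 0% = enzyme with DMSO and 100% = wells lacking enzyme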
TDP2 absorb: TDP2 (human) inhibition, absorbance primary screen. O95551. recombinant TDP2, T5PNP hydrolysis, p-nitrophenol absorbance 415 nm. inhibition, % at 12.8 µM. 370,000 tested, 0.34% active;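 active = inhibition above the mean of all tested compounds plus 3 SD, set per campaign, cut at about 25% in these data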;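 also: 0% = DMSO with enzyme and 100% = buffer with substrate but no TDP2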
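Assay system: recombinant human TDP2 / Reagent: T5PNP substrate at 5 mM, a TopII-DNA adduct mimic / Measured by: epi absorbance from released p-nitrophenol / Evaluation: % inhibition relative to enzyme-containing and enzyme-free wells / Control set: enzyme-free and DMSO wells / Replicates: each compound tested once, singlicate / Schedule: enzyme reaction with compound for 2 h at 37 °C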
TCR CD3 inh: blocks the human TCR-CD3 interaction; TAMRA-labeled TCR probe fluorescence, biochemical; inhibition, % at 9.4 µM; 360,000 tested, 0.37% active; AID 651800; in the data active = inhibition above about 19%;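 also: recombinant mutant TCR 2C K166C tagged with TAMRA read by polarization; 0% = receptor in buffer alone and 100% = receptor with positive control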
mABHD4 FP: ABHD4 (mouse) inhibition, primary FP screen; Q8VD66; purified mABHD4, FP-Rh probe fluorescence polarization; inhibition, % at 8.92 µM; 370,000 tested, 0.54% active; AID 720543;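 active = inhibition exceeding the mean over every tested compound plus 3 SD, cut at about 30% in these data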;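 also: 0% = plate median of compound wells and 100% = S159A mutant with DMSO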
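Test system: mABHD4 protein | Buffer or medium: HEPES pH 7.0 buffer, 150 mM NaCl, 0.01% Pluronic F-127 | Probe or stimulus: FP-Rh fluorescent activity-based probe, added after compound pre-incubation | Timing: Pre-incubation 45 min, probe exposure 60 min, at 25 °C | Technique: Fluorescence polarization, excitation 525 nm, emission 598 nm, BODIPY TMR filters | Repeats: Single well per compound (singlicate)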
SIAE inh: inhibitors of human sialic acid acetylesterase SIAE; Q9HAT2; SIAE FP-Rh probe binding, fluorescence polarization; inhibition, % at 9.66 µM; 370,000 tested, 0.69% active;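 active = inhibition above a cutoff: mean of compounds within the control limits plus 3 SD of those, cut at about 17% in these data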;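 also: 0% = plate median of compound wells and 100% = probe without SIAE protein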
Target sequence (Q9HAT2 whole entry, looked up): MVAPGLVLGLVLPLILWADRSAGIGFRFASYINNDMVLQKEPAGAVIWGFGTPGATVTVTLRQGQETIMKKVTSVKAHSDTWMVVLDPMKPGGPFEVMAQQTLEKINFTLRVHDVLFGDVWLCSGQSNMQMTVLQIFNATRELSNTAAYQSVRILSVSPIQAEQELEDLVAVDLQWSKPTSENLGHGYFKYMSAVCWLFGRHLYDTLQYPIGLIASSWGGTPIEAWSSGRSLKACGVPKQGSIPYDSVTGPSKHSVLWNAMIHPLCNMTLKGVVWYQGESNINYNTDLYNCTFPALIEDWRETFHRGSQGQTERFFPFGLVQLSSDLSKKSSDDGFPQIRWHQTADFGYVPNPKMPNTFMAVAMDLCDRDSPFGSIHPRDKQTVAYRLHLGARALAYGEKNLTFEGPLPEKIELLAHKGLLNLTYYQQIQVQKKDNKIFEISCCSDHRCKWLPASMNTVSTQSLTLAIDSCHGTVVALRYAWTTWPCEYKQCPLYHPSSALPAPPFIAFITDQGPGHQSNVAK
MBD2 DNA inh: blocks human MBD2 binding to methylated DNA | inhibition, % at 4.4 µM | AID 686964 | TR-FRET, MBD2 binding to methylated oligonucleotide | 370,000 tested, 0.31% active; in the data active = inhibition above about 13%
NPR2 activator: GC-B (human) receptor activation. HEK293-GC-B cells, CNP EC30, cGMP TR-FRET; 0% at EC30 CNP, 100% saturating CNP. activation, % at 10 µM. 370,000 tested, 0.11% active;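 active = activation at 10 µM reaching about 35% in either raw or pattern-adjusted values, limit read from the data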
rCAG binder: binds r(CAG) RNA repeats; r(CAG) RNA repeat, TO-PRO-1 dye displacement fluorescence; inhibition, % at 3 µM; 370,000 tested, 1.3% active; AID 651821;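 active = inhibition above the plate cutoff, the mean of all test compounds on that plate plus 3 SD, cut at about 35% in these data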;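 also: 0% = DMSO alone and 100% = 100 µM mitoxantrone as full dye displacement; higher means more dye released from RNA so lower well fluorescence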
LEDGF integ inh: blocks HIV-1 LEDGF/p75-dependent DNA integration; inhibition, % at 3.7 µM; 370,000 tested, 0.64% active; TR-FRET IN-LEDGF/p75 DNA integration, Eu/Cy5; AID 743269;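 active = inhibition above the screen-wide mean plus 3 SD, cut at about 13% in these data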;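 also: signal is the Cy5 over europium emission ratio at 671 and 618 nm; 0% = plate median of compound wells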
PRMT1 inh: blocks human protein arginine methyltransferase 1; Q99873; recombinant PRMT1, activity-based probe fluorescence polarization; inhibition, % at 2.79 µM; 370,000 tested, 1.3% active; AID 652257;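 active = inhibition above about 21% made by adding two undisclosed values, limit read from the data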
Target sequence (Q99873 whole entry, looked up): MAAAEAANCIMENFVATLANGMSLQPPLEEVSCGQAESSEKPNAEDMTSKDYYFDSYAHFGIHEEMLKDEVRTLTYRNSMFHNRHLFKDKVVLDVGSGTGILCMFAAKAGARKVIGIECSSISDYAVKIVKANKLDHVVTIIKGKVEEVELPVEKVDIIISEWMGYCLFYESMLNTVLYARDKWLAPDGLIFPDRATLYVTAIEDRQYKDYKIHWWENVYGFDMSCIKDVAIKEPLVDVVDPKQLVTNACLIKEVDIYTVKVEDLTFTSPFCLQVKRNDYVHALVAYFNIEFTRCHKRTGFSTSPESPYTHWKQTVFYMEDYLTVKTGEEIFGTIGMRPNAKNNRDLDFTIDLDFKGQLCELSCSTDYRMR
Starred values were filed as active, the others as inactive; . = not tested or not shown. These rows are one share of the data; rates above refer to the full screens.

SMILES	HTRA1 inhibitor	TDP2 absorb	TCR CD3 inh	mABHD4 FP	SIAE inh	MBD2 DNA inh	NPR2 activator	rCAG binder	LEDGF integ inh	PRMT1 inh
COCc1cc(C)n(CC(=O)Nc2ccc(N3CCOCC3)cc2)c(=O)c1C#N	-1	-1	-1	3	4	-8	-4	2	3	0
O=C(CSc1nnc(CCCN2C(=O)c3cccc4cccc(c34)C2=O)n1-c1ccccc1)N1CCCCC1	-13	-5	9	-10	0	-2	-2	0	0	0
CC(Oc1ccc(-c2nccc(-c3ccccn3)n2)cc1)C(=O)NN (stereo unspecified)	-5	0	-4	-7	-3	-2	-5	1	-3	-1
Cn1c(SCC(=O)Nc2ccc(N3CCOCC3)c(Cl)c2)nnc1C(O)c1ccccc1 (stereo unspecified)	-2	-1	-6	0	-3	1	4	1	1	-1
CCOC(=O)C1=C(C)NC(=S)NC1c1ccco1 (stereo unspecified)	2	-9	4	-8	-2	-3	-4	5	6	20
CSc1cccc(CN2CCC(n3nccc3NC(=O)C3CC3)CC2)c1	2	14	6	5	-4	2	-3	-5	2	0
CCCCCn1c(N2CCN(c3cccc(Cl)c3)CC2)nc2c1c(=O)[nH]c(=O)n2C	6	0	-4	-2	0	1	-9	3	-1	0
CCN(c1cccc(C)c1)S(=O)(=O)c1cccc(C(=O)O)c1	1	8	-2	-1	-4	-2	0	2	3	-1
CCCc1cc(=O)[nH]c(SCC(=O)c2c(N)n(C3CC3)c(=O)[nH]c2=O)n1	8	-14	-6	1	-5	-4	3	0	3	-4
CCS/C(N)=N/N=C/c1cc(C)ccc1O	-2	0	-7	-1	5	2	-3	2	-4	3

Limited to TDP2 absorb, for some of the entries so far:
SMILES | TDP2 absorb
CCCCCn1c(N2CCN(c3cccc(Cl)c3)CC2)nc2c1c(=O)[nH]c(=O)n2C | 0
CCCc1cc(=O)[nH]c(SCC(=O)c2c(N)n(C3CC3)c(=O)[nH]c2=O)n1 | -14

Compound profiles, as listed above:
CCCCCn1c(N2CCN(c3cccc(Cl)c3)CC2)nc2c1c(=O)[nH]c(=O)n2C is listed as HTRA1 inhibitor: 6; TDP2 absorb: 0; TCR CD3 inh: -4; mABHD4 FP: -2; SIAE inh: 0; MBD2 DNA inh: 1; NPR2 activator: -9; rCAG binder: 3; LEDGF integ inh: -1; PRMT1 inh: 0
CCOC(=O)C1=C(C)NC(=S)NC1c1ccco1 (stereo unspecified) is listed as HTRA1 inhibitor: 2; TDP2 absorb: -9; TCR CD3 inh: 4; mABHD4 FP: -8; SIAE inh: -2; MBD2 DNA inh: -3; NPR2 activator: -4; rCAG binder: 5; LEDGF integ inh: 6; PRMT1 inh: 20

Later entries:
SMILES	HTRA1 inhibitor	TDP2 absorb	TCR CD3 inh	mABHD4 FP	SIAE inh	MBD2 DNA inh	NPR2 activator	rCAG binder	LEDGF integ inh	PRMT1 inh
CCOC(=O)c1c(S(=O)(=O)NCCc2ccccc2)c(C)n(C)c1C	-11	0	-2	6	0	4	3	-3	0	2
CSc1nnc2c(n1)OC(C)=Nc1ccccc1-2	-1	0	2	-2	-2	-5	2	2	-3	-6
CC1Cc2cc(S(=O)(=O)N3CCN(c4cccc(Cl)c4)CC3)ccc2N1C(=O)C1CC1 (stereo unspecified)	-1	-4	9	-7	-1	-2	1	0	3	0
CC(=O)c1cc(-c2ccc3nonc3c2)c(=O)n2c1CCC2	.	-4	.	-3	0	-3	0	0	-3	-2
CC(C)(C)n1nnnc1CN(Cc1ccco1)Cc1cc2cc3c(cc2[nH]c1=O)OCO3	-6	1	0	8	1	-2	1	5	5	24*
COc1ccc(C(=O)Sc2nncc3ccccc23)cc1	-2	-10	-5	-12	-4	-1	1	7	5	5
C=C(C)C(=O)N1CCN(C(=O)C(=C)C)c2ccccc21	2	-7	-3	4	-3	-1	1	4	-3	-2
CN(CC(=O)Nc1cccc(F)c1)C(=O)CCSc1ccc(F)cc1	0	2	7	-2	-3	0	0	-2	0	-2
CC(=O)C[C@@H]1OC[C@H](C)N1S(=O)(=O)c1ccc(C)cc1	.	-4	4	1	-5	-1	4	1	3	0
CC(Nc1ccc(N2CCOCC2)cc1)C(=O)N1c2ccccc2CC1C (stereo unspecified)	18	-7	7	23	7	-4	5	-2	2	5
O=C(c1ccccn1)N1CCN(c2cccc(C(F)(F)F)c2)CC1	-7	3	-1	2	-1	-1	1	-6	-1	-4
Cc1sc2nc(CSCC(=O)N(CCC#N)c3ccccc3)[nH]c(=O)c2c1C	-4	-1	20*	6	-2	2	-4	3	-1	1
Cc1cccc(C(=O)NNC(=O)C2CCCO2)c1 (stereo unspecified)	15	4	4	-7	8	3	11	0	-1	-3
O=c1[nH]cnc2c1nnn2Cc1ccccc1	2	-12	3	-6	-12	-1	3	-1	-6	4
Cc1ccc(NC(=O)C2CCN(C(=O)N3CCOc4ccccc43)CC2)cc1	-5	1	-5	-9	4	-4	-1	1	-3	-1
CNC[C@H]1Oc2ccc(NC(=O)Cc3cn(C)c4ccccc34)cc2CC(=O)N([C@@H](C)CO)C[C@H]1C	-8	2	-8	12	14	6	1	0	-2	1
CNS(=O)(=O)c1cccc(C(=O)OCC(=O)NC2CCCC(C)C2C)c1 (stereo unspecified)	-1	-9	2	-7	5	0	-2	3	-6	9
CCC1CCCCN1CCCNC(=O)c1ccc(CS(=O)(=O)c2ccc(Br)cc2)o1 (stereo unspecified)	5	-2	-8	6	3	4	1	-2	-1	2
O=C(O)c1csc(Br)c1Br	-1	-11	7	-7	13	-2	-1	1	-5	1
CCOC(=O)C1=C(O)/C(=C/c2cc(OC)c(OC)c(OC)c2)N=C1C	-2	1	-2	7	-4	-3	-6	2	1	5
CC(C)(C)C(=O)N1CCN(c2ccc([N+](=O)[O-])c(NCC3CCCO3)c2)CC1 (stereo unspecified)	3	-3	3	-3	4	-13	0	-4	-4	-2
COc1ccc(-c2cc(-c3cc(OC)ccc3O)[nH]n2)cc1	-7	-10	-5	-8	7	3	-6	19	-3	3
COc1ccc(-c2ccc(C)cc2)cc1[C@H]1[C@@H]2C=CCC[C@@]2(C)C(=O)N1Cc1ccccc1	-45	-4	0	-11	8	-4	-7	6	5	-1
CCN(CC(=O)Nc1c(F)cccc1F)C(=O)Cc1csc(-c2ccccc2)n1	-5	3	10	-1	8	-5	2	-5	3	-3
Cc1cc(-c2ccc(C(C)C)c(S(=O)(=O)Nc3cc(C)on3)c2)on1	-1	-13	7	-5	-5	-2	-4	22	0	-4
COc1cccc(/C=N/Nc2nnc3c(n2)[nH]c2ccccc23)c1OC	6	-12	0	1	-9	-7	11	22	-2	-1
O=[N+]([O-])c1cc(S(=O)(=O)N2CCCC2)ccc1SCCO	4	-5	-2	3	10	1	-6	-2	2	-1
Cc1cc(NC(=O)CCc2ccccc2)c([N+](=O)[O-])cc1C	-12	14	1	6	-2	4	-1	-1	-3	-1
Cc1ccc(C(=O)NNC(=O)C2CCN(c3ncccn3)CC2)cc1	5	13	-5	6	-4	0	6	1	-3	6
O=C(Cn1nnc(-c2ccc(F)cc2)n1)OCC(=O)c1ccccc1	-11	12	-1	0	-4	-5	-3	5	8	7
Cn1c(C(O)C(O)c2ccccc2)nc2ccccc21 (stereo unspecified)	1	7	8	-6	4	1	4	0	2	1
O=C(CN1C(=O)/C(=C\c2ccc(F)cc2)Oc2ccccc21)NCc1ccco1	-5	-10	-3	-12	1	1	-2	4	3	0
COc1cccc(NC(=O)C2(S(=O)(=O)c3ccc(Cl)cc3)CC2)c1	-1	5	1	1	-1	0	-8	-4	1	-2
CC(=O)Nc1cccc(-c2nc3ccc(NC(C)=O)cc3[nH]2)c1	-3	6	-16	0	1	0	6	0	5	-1
CCCCN1C(=O)NC(c2cccc([N+](=O)[O-])c2)C(C(=O)OCC)=C1C (stereo unspecified)	-4	-3	6	6	3	-6	-2	-3	2	-3
Cc1ncc(CN2CCCC(C(=O)Nc3ccc(-c4cccc(F)c4)cc3)C2)n1C (stereo unspecified)	-1	-12	10	3	0	0	-4	-5	1	-6
CCc1cc(C(=O)N(CC)CC(=O)Nc2ccc(OC)cc2)sc1C	4	10	0	1	1	2	-6	1	1	-1
CC1(C)Cc2nc(Cl)c(C(=O)O)cc2CO1	.	14	4	-1	0	3	7	0	-4	0
CCOc1ccc2cc(/C=C/C(=O)c3ccco3)c(Cl)nc2c1	-23	3	-8	-13	-11	-3	-6	10	0	14
CCc1cc(CC)c(/C=N/NC(N)=O)c(CC)c1/C=N/NC(N)=O	-8	-1	-3	4	-6	8	-1	0	-1	-1

Quoted at random: three compounds from above.
SMILES	HTRA1 inhibitor	TDP2 absorb	TCR CD3 inh	mABHD4 FP	SIAE inh	MBD2 DNA inh	NPR2 activator	rCAG binder	LEDGF integ inh	PRMT1 inh
COc1cccc(NC(=O)C2(S(=O)(=O)c3ccc(Cl)cc3)CC2)c1	-1	5	1	1	-1	0	-8	-4	1	-2
CCOc1ccc2cc(/C=C/C(=O)c3ccco3)c(Cl)nc2c1	-23	3	-8	-13	-11	-3	-6	10	0	14
CCCCN1C(=O)NC(c2cccc([N+](=O)[O-])c2)C(C(=O)OCC)=C1C (stereo unspecified)	-4	-3	6	6	3	-6	-2	-3	2	-3

Continued.
SMILES	HTRA1 inhibitor	TDP2 absorb	TCR CD3 inh	mABHD4 FP	SIAE inh	MBD2 DNA inh	NPR2 activator	rCAG binder	LEDGF integ inh	PRMT1 inh
Nn1c(SCC(=O)Nc2ccc(F)cc2)nnc1C1CCCCC1	-4	6	12	3	-2	-7	6	-1	-1	-1
O=C(CCN1C(=O)/C(=C/c2ccccc2)SC1=S)NCCCN1CCOCC1	-43	15	-9	-37	-5	-3	-4	4	0	11
COc1ccc(CNC(=O)C(=O)NCC2CCCN2S(=O)(=O)c2ccccc2)cc1 (stereo unspecified)	0	-5	-4	-11	1	2	-1	-1	6	-5
CCCCOC(=O)/C(=C/C=C/c1ccccc1)NC(=O)c1ccccc1	.	-2	0	-12	-5	-1	0	0	2	1
CCOc1ccc(S(=O)(=O)N2CCN(Cc3ccccc3)CC2)c2cccnc12	-6	-1	3	-4	7	-5	4	-2	3	-1
CC(C1=CCCCC1)c1cnn(C)c1 (stereo unspecified)	.	-9	.	-2	1	-7	8	1	9	-6

Bioassay records as filed in PubChem BioAssay.
